# UBC9 SUMO inh: SUMOylation inhibition; inhibition, % at 35 µM; hit rate 0.36% among 290,000; HTRF SUMOylation assay, SAE1/SAE2 + UBC9, in vitro; in the data active means inhibition above about 50%, passing the limit was not always enough; further: strong numbers were not always called active
# MEKK3 PB1 HTS: MEKK3-MEK5 PB1 interaction, increase or decrease; Q99759; bead-based flow cytometry, Alexa488-MEK5 binding to MEKK3; actives lie on both sides; 0 = blocked by unlabeled MEK5, 100 = vehicle; binding response (% of control), % at 10 µM; hit rate 1.4% among 290,000;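 active means binding response more than 3 SD above or below the average of its plate-row segment, actives on both sides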;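 further: Alexa488 bead fluorescence after subtracting the streptavidin-only scavenger bead signal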
# IDE cell activ: IDE (human) activation, cell-based; hit rate 0.073% among 340,000; AID 493087; HEK cells, FAbeta-B cleavage, fluorescence polarization; 0% vehicle, 100% cell-free pure enzyme wells; activation, % at 5.96 µM; P14735;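 active means activation above the mean of all tested compounds plus 3 SD, set per screening campaign, cut at about 17% in these data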
# FID counter: displaces DNA intercalator in HCV helicase counter-screen | DNA fluorescent intercalator displacement, fluorescence | inhibition, % at 7.9 µM | hit rate 0.17% among 290,000; in the data active means inhibition above about 37%;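 further: 0% = vehicle and 100% = reference compound; higher means more ethidium bromide displaced from hairpin DNA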
# p-CIP stab down: p/CIP protein destabilization; Q05BA5; F442A p/CIP-EGFP cells, EGFP fluorescence, 16 h; decrease of EGFP signal, % at 10 µM; hit rate 0.01% among 290,000; AID 1984;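 active means EGFP signal decrease of at least 30% at 10 µM or well 3 SD below plate mean, unless failing retest; inactive means the rest, including hits failing retest or dose response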; further: some compounds called inactive have numbers as strong as hits; many of its hits are not listed in these tables
# Target sequence (Q05BA5 1-1403): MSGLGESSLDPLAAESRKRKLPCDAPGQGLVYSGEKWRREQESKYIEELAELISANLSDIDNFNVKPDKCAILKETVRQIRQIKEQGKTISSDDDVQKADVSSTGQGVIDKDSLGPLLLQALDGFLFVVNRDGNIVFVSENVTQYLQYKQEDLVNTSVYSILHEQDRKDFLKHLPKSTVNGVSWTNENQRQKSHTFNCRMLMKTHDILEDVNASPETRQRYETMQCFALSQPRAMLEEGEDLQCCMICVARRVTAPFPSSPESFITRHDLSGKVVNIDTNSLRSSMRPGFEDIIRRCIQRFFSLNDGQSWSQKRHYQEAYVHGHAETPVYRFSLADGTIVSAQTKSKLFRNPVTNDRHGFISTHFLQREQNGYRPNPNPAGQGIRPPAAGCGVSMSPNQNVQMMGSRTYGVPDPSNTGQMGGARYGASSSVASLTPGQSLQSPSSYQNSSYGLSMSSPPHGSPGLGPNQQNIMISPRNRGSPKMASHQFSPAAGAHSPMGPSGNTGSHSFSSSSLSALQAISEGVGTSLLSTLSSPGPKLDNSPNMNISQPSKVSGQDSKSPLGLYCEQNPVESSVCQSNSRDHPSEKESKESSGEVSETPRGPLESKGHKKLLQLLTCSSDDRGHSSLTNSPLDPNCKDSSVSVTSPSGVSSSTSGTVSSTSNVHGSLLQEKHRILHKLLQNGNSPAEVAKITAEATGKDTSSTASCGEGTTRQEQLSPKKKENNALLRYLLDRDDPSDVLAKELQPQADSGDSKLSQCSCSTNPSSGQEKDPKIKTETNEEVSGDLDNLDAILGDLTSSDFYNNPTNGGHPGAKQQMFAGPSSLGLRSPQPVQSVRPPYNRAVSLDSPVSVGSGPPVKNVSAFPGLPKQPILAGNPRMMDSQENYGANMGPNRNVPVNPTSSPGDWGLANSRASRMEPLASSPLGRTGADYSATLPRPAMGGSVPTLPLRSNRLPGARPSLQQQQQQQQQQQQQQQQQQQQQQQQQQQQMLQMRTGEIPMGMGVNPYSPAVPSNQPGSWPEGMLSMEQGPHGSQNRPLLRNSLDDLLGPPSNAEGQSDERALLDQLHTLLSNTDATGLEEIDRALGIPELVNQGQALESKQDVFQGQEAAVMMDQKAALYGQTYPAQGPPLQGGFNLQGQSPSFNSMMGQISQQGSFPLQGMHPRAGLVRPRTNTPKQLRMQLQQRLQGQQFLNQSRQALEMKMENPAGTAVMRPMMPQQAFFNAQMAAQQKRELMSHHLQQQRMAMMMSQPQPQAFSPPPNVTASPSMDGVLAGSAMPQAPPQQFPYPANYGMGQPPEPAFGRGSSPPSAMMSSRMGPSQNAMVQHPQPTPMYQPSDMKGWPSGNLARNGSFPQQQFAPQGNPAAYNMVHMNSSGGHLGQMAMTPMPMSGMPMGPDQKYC
# HCV NS3 hel inh: HCV NS3 helicase inhibition. NS3 helicase DNA unwinding, Cy5 molecular beacon fluorescence. inhibition, % at 10.9 µM. hit rate 0.56% among 290,000. AID 1800;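 active means inhibition above the mean of all tested compounds plus 3 SD, set per campaign, cut at about 35% in these data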;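 further: 0% = DMSO wells and 100% = thioflavine S control wells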
#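 Control set: DMSO versus 110 µM thioflavine S; Material: NS3 helicase fragment of HCV; Measured by: Cy5 fluorescence at 0 and 60 min, beacon hairpin quenching; Read-out basis: percent inhibition from t60/t0 fluorescence ratio; Times: reaction time 60 min, 25 °C; Repeats: single replicate; Compound dosing: single dose, 10.9 µM nominal final, DMSO 0.8% final.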
# VIM-2 inh: blocks Pseudomonas aeruginosa VIM-2 metallo-beta-lactamase. inhibition, % at 5.6 µM. hit rate 0.89% among 290,000. AID 1527. purified VIM-2, nitrocefin hydrolysis, epi-absorbance fluorescence;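 active means inhibition above the mean of all tested compounds plus 3 SD, cutoff set per screening run, cut at about 7.5% in these data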;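 further: red hydrolysis product quenches plate fluorescence so inhibitors raise well fluorescence; 0% = enzyme with DMSO and 100% = DMSO without enzyme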
# PHOSPHO1 inh: inhibitors of human PHOSPHO1 phosphatase. Q8TCT1. recombinant PHOSPHO1, absorbance phosphatase assay. inhibition, % at 13.3 µM. hit rate 1.1% among 290,000; in the data active means inhibition above about 60%
# IMP-1 inhibitor: inhibitors of Pseudomonas aeruginosa IMP-1 metallo-beta-lactamase | purified IMP-1, nitrocefin hydrolysis, epi-absorbance fluorescence | inhibition, % at 5.6 µM | hit rate 0.45% among 290,000;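 active means inhibition above the mean plus 3 SD of all compounds in the same screening run, cut at about 4.5% in these data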;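 further: 0% = IMP-1 with DMSO and 100% = DMSO wells lacking enzyme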
#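 System: Purified IMP-1 | Read-out basis: Percent enzyme inhibition | Controls: IMP-1 with DMSO as 0%, enzyme-free DMSO as 100% | Replicates: One well per compound | Doses: 5.6 µM nominal single concentration | Detection: Epi-absorbance fluorescence, 480 nm excitation, 530 nm emission | Incubation: 25 °C, 15 min preincubation, 25 min reaction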
# Active calls of the source: *; nt = no result given.
SMILES,UBC9 SUMO inh,MEKK3 PB1 HTS,IDE cell activ,FID counter,p-CIP stab down,HCV NS3 hel inh,VIM-2 inh,PHOSPHO1 inh,IMP-1 inhibitor
O=C(CCl)N(c1ccccc1)C1CCS(=O)(=O)C1 (stereo not given),-7,98,4,2,6,-3,-1.3,-5,-2.2
COc1ccc(NC(=O)c2ccc(NC(=O)C3CC3)cc2)cc1,20,103,1,-10,5,-1,0.6,33,-2.7
C=CCOc1ccc(C2C(C#N)=C(N)N(Nc3ccccc3)C3=C2C(=O)CCC3)cc1OC (stereo not given),-16,106,0,-15,-2,-16,-0.2,11,-1.6
CC[C@@H](C)[C@H](NC(=O)C1CCN(C(=O)[C@@H](NS(=O)(=O)c2ccc(C)cc2)C(C)C)CC1)C(=O)O,27,102,4,-36,-3,2,-2.9,-10,-2.6
CNc1cc(C)c(C#N)c2nc3ccccc3n12,10,104,3,-2,-6,1,24*,24,-4.8
CC(C)n1c(/C=C/c2ccccc2)nc2ccccc21,27,99,0,-12,-4,6,-3.7,-4,-3.5
Cc1ccc(NC2=CC(=O)CC(C)(C)C2)cc1F,8,106,-13,-10,-18,-13,-3.7,2,-3.3
Cc1ccccc1CC1(CO)CCCN(C(=O)CCCN2CCCCC2=O)C1 (stereo not given),-2,98,0,-30,-9,-7,-1.1,57,-1.1
CCC1=C(OC(=O)N(CC)CC)N2C(=O)OC(=NCc3ccccc3)[C@]2(C)[C@H]2C1=CC[C@H]1C(=O)N(c3ccccc3)C(=O)[C@H]12,-25,111,4,nt,1,nt,nt,31,nt
Cc1ccccc1-n1nc(C)c2cc(C(=O)NCc3cccnc3)sc21,-1,101,-3,-19,1,-2,-2.1,16,-2.0
COc1cc(/C=C(\C#N)C(=O)NC2CCCCC2)ccc1OCc1ccc(C(=O)O)cc1,13,103,1,-37,7,14,-1.1,8,-1.3
O=c1[nH]c(CSc2nc3ccccc3o2)nc2c1cnn2-c1ccccc1,32,103,-1,-7,-10,12,-4.2,11,-3.4
COc1ccc(NC(=O)CN(C)Cc2c(F)cccc2Cl)cc1S(=O)(=O)N1CCCCC1,5,98,3,-25,-4,0,-4.7,37,-2.5
O=C(Cn1c(=O)n(-c2ccccc2)c(=O)c2sccc21)N1CCCC1,9,107,0,1,-6,-1,-0.6,11,-1.8
COc1ccc([N+](=O)[O-])cc1NC(=O)C(C)OC(=O)/C=C/c1ccco1 (stereo not given),-25,102,-3,0,4,6,-3.2,-4,-3.1
Cn1c(=O)oc2cc(S(=O)(=O)NCCC(=O)N3CCN(c4ccccc4F)CC3)ccc21,2,98,4,-26,-6,2,-1.8,-5,-1.4
C=CCc1cc(OC)ccc1OCCOCCN1CCc2ccccc2C1,-10,92,0,9,-9,-20,0.7,48,1.7
CCN(C(=O)c1ccco1)c1nnc(-c2cccnc2)s1,10,100,0,-8,-18,4,0.2,14,-2.9
CCC1(C)CC(CCNS(=O)(=O)c2ccc(C)cc2)(c2ccc(C)cc2)CCO1 (stereo not given),-33,104,-10,-31,-5,-12,-6.4,18,-1.5
Cn1c(=O)c2cc(S(=O)(=O)NCCC(=O)NC3CCCCCCC3)ccc2n(C)c1=O,28,106,7,-20,-15,8,-1.0,13,-4.3
COc1ccc(Br)c(OC)c1C(=O)NC(=O)Nc1nc(C)cc(C)n1,1,93,1,-5,-14,2,-2.6,40,-4.4
COc1ccccc1NS(=O)(=O)c1cc(NC(=O)c2ccc(=O)[nH]c2)ccc1N1CCOCC1,-3,94,0,-9,0,-5,0.9,6,-2.7
CCOC(=O)C(c1ccccc1)C(Nc1ccc(F)cc1)c1ccccn1 (stereo not given),-2,104,5,-33,-2,-9,-3.7,12,-3.9
Cc1ccc(N(Cc2ccc(C(=O)NC3CCCCC3)cc2)S(C)(=O)=O)cc1C,2,103,3,-6,-8,-3,-2.1,21,0.4
Cc1ccc(S(=O)(=O)NC(=S)NC2CCCCC2)cc1,14,nt,-1,-6,-2,5,0.9,16,-3.8
SMILES,UBC9 SUMO inh,MEKK3 PB1 HTS,IDE cell activ,FID counter,p-CIP stab down,HCV NS3 hel inh,VIM-2 inh,PHOSPHO1 inh,IMP-1 inhibitor
CCN(CC)S(=O)(=O)c1ccc(OC)c(NS(=O)(=O)c2ccc(F)cc2)c1,15,109,3,-17,-13,12,-4.9,6,-2.4
CN1C(=O)c2ccc(N3CCCC3)cc2C1=O,29,87,-10,-8,-20,16,-2.6,-11,-2.4
COc1ccc(C2=C/C(=C\c3ccc(OC(C)=O)cc3)C(=O)O2)cc1,21,102,1,-9,5,10,-2.4,6,0.5
CC(=O)c1nn(-c2cccc(Br)c2)cc1C(=O)c1ccc(Cl)cc1,16,89,3,-4,-9,-2,1.5,6,-0.7
COc1cc(/C=C2\C(=N)N3N=C(C(C)C)SC3=NC2=O)ccc1OCCOc1ccc(NC(C)=O)cc1,9,107,-2,-18,2,14,3.2,37,-1.3
C=CCn1c(=O)c(C(=O)NCc2ccccc2Cl)c(O)c2ccccc21,-6,99,-3,-7,-8,5,-0.3,41,-4.1
O=C1C(Cc2ccccc2)S/C(=N/N=C/c2ccco2)N1c1ccccc1 (stereo not given),9,104,6,-12,-7,10,-0.1,40,-1.6
COC(=O)CNc1c(-c2ccccc2)nc2ccc(Br)cn12,-4,106,0,-6,7,1,-4.7,18,-4.3
CC1CCc2c(sc(NC(=O)c3c([N+](=O)[O-])cnn3C)c2C(N)=O)C1 (stereo not given),-7,104,-1,-11,2,-5,-3.0,22,0.2
O=C(Nc1nc2nccc(-c3ccccc3)n2n1)c1ccccc1,13,102,4,-2,-15,-7,-1.4,27,-0.9
c1ccc(-c2csc(Nc3cccnc3)n2)nc1,-1,82,-6,-8,0,0,1.3,46,-10
COc1cccc(N=C2SC(CC(=O)Nc3ccccc3)C(=O)N2Cc2ccccn2)c1 (stereo not given),-16,99,5,-28,26,-13,-4.2,12,-4.3
CC1CN(C2=NC(=O)/C(=C3/C(=O)N(Cc4ccc(F)cc4)c4ccccc43)S2)CC(C)O1 (stereo not given),10,89,-4,0,8,0,-0.9,40,-2.4
CN(CC(=O)NCCc1ccccc1)S(=O)(=O)c1cccc2nsnc12,-4,96,5,-10,4,0,-0.4,21,-3.3
CN1N=C(C(=O)Nc2ccc3c(c2)CCC3)CCC1=O,-14,94,-2,-4,2,-4,1.2,-60,0.3
CCCn1ncc2c(Nc3ccc(C)c(C)c3)ncnc21,7,102,-11,-26,-8,-3,-1.8,6,-7.0
COC(=O)N1CCN(S(=O)(=O)c2ccc(F)cc2)CC1,-20,90,-6,-6,-8,9,-0.5,0,-3.6
CCOC(=O)c1c(C(=O)OCC)c(C)n(CCc2ccccc2)c1C,8,93,3,-37,-6,3,-4.0,-7,-2.4
O=C(O)c1cccnc1SCC(=O)N1CCCc2ccccc21,33,96,3,-4,-5,8,0.7,12,0.7
Cc1ccc(OCCCN2CCCC2)c(C)c1,6,96,-3,6,0,0,-2.0,4,-2.2
COc1cc2c(cc1OC)CN(C(=O)COc1ccccc1[N+](=O)[O-])CC2,11,102,2,-21,-23,-11,1.8,16,-2.4
CCN1CCCC1CN(Cc1cc2ccc(C)cc2[nH]c1=O)C(=S)Nc1ccccc1C(=O)OC (stereo not given),14,115,4,0,-18,-20,-1.0,20,-3.2
COCCn1c(SCc2nc3scc(-c4ccc(Cl)cc4)c3c(=O)[nH]2)nnc1-c1cccc(C)c1,26,99,2,-26,-8,5,-2.3,-10,-2.1
COc1cccc(C(=O)Nc2ccccc2)c1,32,102,0,-2,5,4,-1.9,18,0.1
CCNc1nc(NCC)nc(NS(=O)(=O)c2ccc(N)cc2)n1,15,107,-2,-3,-17,2,-0.3,22,0.5
SMILES,UBC9 SUMO inh,MEKK3 PB1 HTS,IDE cell activ,FID counter,p-CIP stab down,HCV NS3 hel inh,VIM-2 inh,PHOSPHO1 inh,IMP-1 inhibitor
C=CCn1cnc2c(sc3nc(C)cc(C)c32)c1=O,4,95,5,-6,-9,-7,4.3,17,-3.0
Cc1cccc(CS(=O)(=O)c2nnc([C@H](Cc3ccccc3)NC(=O)OC(C)(C)C)o2)c1,32,101,-8,-32,-8,-14,-2.3,18,-1.4
O=C(O)CCc1nc2cc(C(F)(F)F)ccc2n(Cc2ccccc2)c1=O,16,106,-3,-30,-5,13,2.3,28,-1.1
Cc1nc(N2CCN(S(=O)(=O)c3ccc(F)cc3)CC2)c2c(-c3cccs3)csc2n1,-29,88,5,-11,-28,-13,-0.7,27,-2.1
COCCNC(=O)NC(=O)COC(=O)C1(c2ccc(Cl)cc2)CC1,-3,101,2,-9,-6,-5,-1.8,63*,-2.1
CN1CCN(C(=O)C2CCN(S(=O)(=O)c3ccc(F)cc3)CC2)CC1,-4,97,0,-3,-10,3,-5.0,19,-2.8
Cc1ccc(-c2cnc(-c3ccccc3C(=O)O)o2)cc1,18,95,-1,-4,-16,21,-1.7,19,-1.9
Cc1cc(C)cc(N(C(=O)c2csnn2)C(C(=O)NC2CCCCC2)c2ccncc2)c1 (stereo not given),-4,103,-1,-34,-22,5,-2.2,42,-3.6
O=C(N/N=C/c1ccsc1)c1cc2ccccc2o1,15,102,1,-6,-5,-4,-1.4,26,-3.0
NC(=S)N=Nc1c(O)n(CCCl)c2ccccc12,8,103,nt,1,0,5,-4.4,20,-3.6
O=C(N/N=C/c1ccccc1Cl)C1CC1,22,102,5,-7,-3,-2,-1.4,26,-3.4
COc1ccc(OC)c(S(=O)(=O)Nc2c(C)n(C)n(-c3ccccc3)c2=O)c1,6,102,3,-7,1,-9,-2.1,24,-0.6
CCOC(=O)c1ccc(NC(=O)CSc2nnnn2C2CCCCC2)cc1,20,81,0,-4,2,3,-0.8,5,-2.2
CCSC1=N/C(=C\c2ccccc2)C(=O)N1,15,107,3,-8,-7,-1,-3.5,2,-3.8
Cc1ccc(S(=O)(=O)N(C)CC(=O)N2CCCc3ccccc32)cc1,20,101,3,-29,-6,-8,-1.9,-9,-10
CCN(CC)Cc1c(O)ccc2c([N+](=O)[O-])c(C)n(-c3ccc(OC)cc3)c12,1,118,1,2,-1,0,-1.1,-7,-4.2
Cc1ccc(NC2CCCN(C(=O)CSc3ccncc3)C2)cc1C (stereo not given),-4,104,-1,-22,-10,-16,-0.8,47,-2.3
O=c1ccc2cc(S(=O)(=O)N3CCN(c4ccc(Cl)cc4)CC3)ccc2o1,2,105,3,-8,-3,-16,-1.0,37,-0.8

# An excerpt from above, limited to VIM-2 inh:
Compound | VIM-2 inh
CCN1CCCC1CN(Cc1cc2ccc(C)cc2[nH]c1=O)C(=S)Nc1ccccc1C(=O)OC (stereo not given) | -1.0
COc1ccc(OC)c(S(=O)(=O)Nc2c(C)n(C)n(-c3ccccc3)c2=O)c1 | -2.1
CC1CCc2c(sc(NC(=O)c3c([N+](=O)[O-])cnn3C)c2C(N)=O)C1 (stereo not given) | -3.0

# Source: PubChem

# Some of the compounds tested, so the mix of outcomes need not match the whole.
